CF NFkB block: blocks PAF-induced NF-kB reporter in cystic fibrosis cells; 360,000 tested, 0.86% active; KKLEB NF-kB-GFP reporter, GFP fluorescence overnight; inhibition, % at 5 µM;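 active means at least 50% inhibition at 5 µM, scaled per plate between neutral and stimulator controls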;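 further: PAF is a Pseudomonas aeruginosa culture filtrate used as stimulus; plate controls were PAF-stimulated DMSO wells for no effect and unstimulated DMSO wells for full effect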
NR2E3 ag-1: agonists of human NR2E3 nuclear receptor. Q9Y5X4. CHO-S Gal4-NCOR/VP16-NR2E3 two-hybrid, luciferase. inhibition of corepressor binding, % at 3.98 µM. 360,000 tested, 0.35% active. AID 602229;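 active means inhibition above the mean of all tested compounds plus 3 SD, cut at about 70% in these data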;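 further: 0% = DMSO with NR2E3 transfected cells and 100% = cells lacking NR2E3 construct; higher means lower luciferase signal from less NR2E3 corepressor binding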
Target sequence (Q9Y5X4 whole entry, looked up, the tested form may be a part): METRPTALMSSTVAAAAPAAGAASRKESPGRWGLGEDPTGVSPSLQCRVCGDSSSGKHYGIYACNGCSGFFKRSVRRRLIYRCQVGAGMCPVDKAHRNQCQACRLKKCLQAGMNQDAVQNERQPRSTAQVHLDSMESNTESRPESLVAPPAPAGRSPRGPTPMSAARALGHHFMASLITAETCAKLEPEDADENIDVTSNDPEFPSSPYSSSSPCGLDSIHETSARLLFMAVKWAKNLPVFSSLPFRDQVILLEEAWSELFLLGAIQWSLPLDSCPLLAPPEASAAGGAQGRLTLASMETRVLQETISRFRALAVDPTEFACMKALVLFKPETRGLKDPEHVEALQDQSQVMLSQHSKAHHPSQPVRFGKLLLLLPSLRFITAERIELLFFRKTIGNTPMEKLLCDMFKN
PDI inh: blocks human protein disulfide isomerase activity; P07237; PDI insulin aggregation turbidity, A650, 90 min; inhibition, % at 10 µM; 350,000 tested, 0.052% active;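 active means mean inhibition across replicates of 30% or more, whatever share of single replicates reach that level; inconclusive means mean inhibition below 30% while every single replicate reaches 30%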;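 further: absorbance from insulin aggregation driven by PDI reduction with DTT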
Target sequence (P07237 whole entry, looked up): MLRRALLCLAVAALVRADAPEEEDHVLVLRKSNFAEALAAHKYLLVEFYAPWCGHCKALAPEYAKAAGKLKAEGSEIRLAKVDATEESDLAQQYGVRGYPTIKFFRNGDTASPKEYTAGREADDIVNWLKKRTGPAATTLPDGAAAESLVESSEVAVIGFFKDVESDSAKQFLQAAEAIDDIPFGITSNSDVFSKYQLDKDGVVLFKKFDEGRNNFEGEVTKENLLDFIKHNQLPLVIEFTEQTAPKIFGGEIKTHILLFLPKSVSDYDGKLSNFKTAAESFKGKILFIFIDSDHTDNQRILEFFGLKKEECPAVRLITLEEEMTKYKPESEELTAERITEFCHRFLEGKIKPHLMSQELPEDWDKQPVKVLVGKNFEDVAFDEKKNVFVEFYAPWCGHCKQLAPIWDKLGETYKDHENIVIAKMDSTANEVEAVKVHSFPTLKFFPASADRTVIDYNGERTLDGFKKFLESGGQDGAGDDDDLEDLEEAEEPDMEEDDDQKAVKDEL
TRPM1 prom inh: MITF TRPM1 promoter inhibition in SK-MEL-5 cells | SK-MEL-5 TRPM1 promoter luciferase, 24 h | inhibition, % at 12.5 µM | 330,000 tested, 0.83% active | AID 488899;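 active means mean inhibition across replicates of 60% or more, whatever share of single replicates reaches that level; inconclusive means some that reach 60%, reason not given; inactive means mean inhibition across replicates below 60%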; further: values of inactives mirror those of a sister screen read the other way
Shn3 3UTR inh: inhibitors of Schnurri-3 3'UTR reporter in osteoblasts. 360,000 tested, 0.52% active. AID 588674. inhibition, % at 12.5 µM. Clone20 osteoblast Shn3 3'UTR firefly luciferase, 24 h;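 active means mean inhibition of at least 75% with every replicate also reaching 75%; inconclusive means mean inhibition at least 75% but some replicate below; inactive means mean inhibition below 75%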;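 further: 0% = median of neutral control wells and 100% = pilot-screen positive control compound; some compounds past the cut are filed as inactive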
Peg3 promoter: Peg3 promoter activity inhibition; HeLa PEG-Prom luciferase reporter, luminescence, overnight; inhibition, % at 20 µM; 360,000 tested, 1.7% active;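 active means inhibition of at least 50% at 20 µM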
KKLEB tox: counter-screen for CF NF-kB inhibitors: cytotoxicity; KKLEB CF airway cells viability, ATPlite luminescence, overnight; stronger effect = lower value; cells stimulated with P. aeruginosa culture filtrate; activity change (cytotoxicity), % at 5 µM; 360,000 tested, 0.36% active;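 active means corrected activity change at or below -50% at 5 µM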
CaV13 FRET inh: Primary screen for inhibitors of IQ motif and Ca2+-dependent inactivation inhibitor domain binding in CACNA1D, Förster resonance energy transfer in living cells, … | 340,000 tested, 0.098% active | AID 743397 | inhibition, % at 12.3 µM | HEK cells, CFP/YFP FRET ICDI-IQ, plate reader, 10 min; percent FRET-ratio fall versus neutral wells;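 active means mean replicate inhibition of at least 30% and at least 1% of replicates passing that level; inconclusive means only one of the two criteria is met; inactive means neither criterion is met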;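 further: 0% = median of the neutral control wells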
HIF-2a inh: HIF-2a inhibition. 786-0 RCC cells HIF-2a reporter, luciferase luminescence, overnight. 360,000 tested, 0.72% active. inhibition, % at 18.8 µM;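 active means inhibition of the luminescence signal of 40% or more relative to plate controls, in a single-dose primary screen at 18.75 µM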
Vif imaging: blocks HIV Vif function. 340,000 tested, 0.35% active. HEK293T cells, Vif self-association by quenched fluorescence, imaging, 24 h. inhibition, % at 7.49 µM; in the data active means inhibition above about 50%, passing the limit was not always enough; inconclusive means no clear call, values can overlap the other calls; inactive means below about 31%; further: some results filed as inactive read as strong as hits
NR2E3 ag-2: agonists of human nuclear receptor NR2E3 | 320,000 tested, 0.12% active | inhibition of corepressor binding, % at 4.78 µM | AID 2300 | GST-NR2E3/biotin-RetCOR TR-FRET, 1536-well | Q9Y5X4;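 active means percent inhibition above the cutoff of mean plus 3 SD of all tested compounds, set per screening campaign, cut at about 20% in these data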;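 further: 0% = DMSO wells and 100% = biotin wells as full block of FRET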
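Material – GST-tagged NR2E3 plus biotinylated RetCOR corepressor · Quantity – NR2E3 fusion 1.35 nM · Times – 5 h incubation at 4 °C · Medium – pH 7.5 Tris-based buffer · Technique – TR-FRET, Eu(K)-anti-GST donor, streptavidin-D2 acceptor, ex 340, em 617/671 nm · Benchmarks – high control biotin, low control 0.6% DMSO · Format – 1536-well plates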
An asterisk follows results filed as active; ? = inconclusive; . = not tested or not shown.

Values run as follows: HIF-2a inh, NR2E3 ag-1, TRPM1 prom inh, Shn3 3UTR inh, Vif imaging, KKLEB tox, CaV13 FRET inh, NR2E3 ag-2, PDI inh, Peg3 promoter, CF NFkB block
CCOC(=O)c1ccccc1NC(=O)COC(=O)c1cc([N+](=O)[O-])ccc1N1CCOCC1
→ 10, 28, -3, 44, 14, -10, -16, 0, 2, 37, 19
COc1cc(OC)cc(C(=O)Nc2nnc(SCC(=O)NCC3CCCO3)s2)c1 (configuration not stated)
→ 6, -31, -5, -15, 2, 9, -3, 0, -1, -3, 6
COc1ccc(/C=C(\NC(=O)c2ccc(OC)cc2)C(=O)Nc2ccc(C(=O)O)cc2)cc1
→ 7, -18, 0, 3, 4, 1, -18, ., -6, 9, -23
CN(NC1CC(=O)N(c2ccccc2)C1=O)c1ccccc1 (configuration not stated)
→ -46, 7, -1, -15, 1, 3, -4, -1, 0, -49, 4
CCn1c(/C=C/Nc2ccccc2)[n+](CC)c2cc(Cl)c(Cl)cc21
→ 68*, 12, ?, 88*, -1, -34, -5, -1, -5, 104*, 22
CN1CCN(C(=O)C2=C[C@@H](c3coc4ccccc4c3=O)C[C@@H](OCc3ccc(CO)cc3)O2)CC1
→ 15, 7, 3, -6, -2, -29, -9, -2, -1, 9, 12
C/C=C/c1ccc(OCCCCOc2ccccc2C(C)=O)c(OC)c1
→ -4, -15, 1, 12, -5, 9, -18, 1, 2, 10, -21
NNC(=O)CSCc1nc(-c2ccc(Cl)cc2)cs1
→ -20, -3, ., ., 3, -4, -1, 2, -6, -11, -10
CC(C)(C)OC(=O)NCc1ccc(NC(=O)c2nc[nH]c2C(=O)NCCCCCCNC(=O)c2[nH]cnc2C(=O)Nc2ccc(CNC(=O)OC(C)(C)C)cc2)cc1
→ 13, -30, 5, 31, -3, -83*, -5, ., 0, 101*, 88*
CCOC(=O)c1ccc(NC(=O)COc2ccc(S(=O)(=O)NC(C)(C)C)cc2)cc1
→ 8, 2, 2, -29, 12, 8, 1, -2, 5, 10, 8
COc1ccc(CCNc2nc(C)c(C(C)=O)s2)cc1OC
→ 4, 6, -1, -8, -2, -4, ., 2, 8, 9, 0
Cc1ccc([C@@H]2C[C@H]3[C@@H](CN2S(=O)(=O)c2ccc(C)cc2)C(=O)C[C@@H](c2ccc(Cl)cc2)N3S(=O)(=O)c2ccccc2C)cc1
→ 10, 8, ., 12, 0, 18, -6, ., -20, 9, 17
Cc1c(C(=O)N2CCCC2)c(S(=O)(=O)N2CCCCC2)c(C)n1C
→ 7, -3, 4, -15, -10, 0, -5, 0, 2, 4, 1
Nc1c(Cl)cc(-c2csc(N3CCCC3c3nc4cc(Cl)c(N5CCCCC5)cc4n3CCCO)n2)cc1Cl (configuration not stated)
→ 23, 0, 14, 4, -6, -14, -14, 3, -1, 12, 22
CC(C)(C)OC(=O)N1CCC(c2c(C(=O)NCC3CCN(C4CCCC4)C3)cnn2-c2ccccc2Cl)CC1 (configuration not stated)
→ 1, 15, -6, 20, 1, -5, -14, 3, -3, -11, 10
O=C(NCc1ccco1)C(c1ccccc1)N(CC1CCCO1)C(=O)Cn1nnc2ccccc21 (configuration not stated)
→ 23, -28, 2, 8, 4, 1, 0, -1, -2, 3, 0
CCn1cc(C(=O)N2CCCC(C(=O)c3cccc(C(F)(F)F)c3)C2)cn1 (configuration not stated)
→ 6, -9, ., -10, 0, 8, -5, ., -3, 0, -6
CCn1c(C)csc1=NC(=O)c1ccccc1
→ -134, -38, -4, -19, -2, 12, ., 1, -4, -91, -1
COc1cccc(NS(=O)(=O)c2ccc3[nH]cc(C(=O)N(C)Cc4ccco4)c(=O)c3c2)c1
→ 2, 2, -6, -17, 0, 6, -7, 2, 14, 7, 8
Nc1cc(=O)nc(SCC(=O)N2CCN(c3ccccc3)CC2)n1-c1ccccc1
→ 1, -8, 0, 10, 0, -4, -6, -3, 2, -1, -14
O=C1c2ccccc2C(=O)N1c1nccs1
→ 5, 4, 4, 9, -5, 5, -11, ., -1, 7, -13
COc1ccc(S(=O)(=O)N2CCC(C(=O)N[C@@H](C)C(=O)NCc3cccc(OC)c3)CC2)cc1
→ 13, -5, 11, 4, 9, -20, -2, -5, 7, 8, -18
Cc1ccc(S(=O)(=O)N2CCOCC2)cc1C(=O)N1CCCC1
→ 9, 7, 7, -3, 15, -8, -4, 1, 0, -6, 8
COC(=O)c1cccc(N(C(=O)CNC(=O)c2cccs2)C(C(=O)NCC2CCCO2)c2ccc(OC)c(OC)c2)c1 (configuration not stated)
→ 2, -20, 3, 7, 17, 2, -3, 2, 15, -6, -8
CC(C)CCN1CC(O)=C(c2nc(-c3ccc(Cl)cc3)cs2)C1=N
→ -3, -14, -4, 4, 3, 1, -2, 0, 0, 5, 2
COc1cc(CN2CCN(Cc3ccc([N+](=O)[O-])cc3)CC2)c([N+](=O)[O-])cc1OC
→ 16, -38, 11, 38, 1, -5, 1, -4, -7, 13, 2
CN1/C(=C\C=[N+](C)c2ccccc2)C(C)(C)c2ccccc21
→ 3, -2, 31, 13, ., -16, -8, 1, 2, 14, -12
O=C(N/N=C/c1ccccn1)c1ccncc1
→ -34, -54, -2, 9, ., -7, -5, -2, 2, -48, 9
Cc1cc(O)c(C=Nc2ccc(N3CCOCC3)cc2)c(C)c1Cl
→ -19, 17, 1, 9, -2, 5, -3, 3, 3, 13, -16
C=CCn1c(SCC(=O)Nc2ccc(OC)cc2)nc2ccccc2c1=O
→ -1, -15, -4, 4, 6, -5, 7, 3, -5, 4, 1
O=c1c(O[C@@H]2O[C@H](CO)[C@@H](O)[C@H](O)[C@H]2O)c(-c2ccc(O)cc2)oc2cc(O)cc(O)c12
→ 16, 18, -4, -23, 2, 3, ., ., 37*, -6, 10
Cc1ccnc(NC(=O)c2ccc3c(c2)OCO3)c1
→ -88, -80, -75, 17, 3, -6, -18, 0, 4, -127, 1
COc1ccc(CCNc2c(C)c(C)nc3ncnn23)cc1
→ -11, 93*, 22, 81*, ., -18, -7, 1, -3, 20, 15
CC(C)(C)c1ccc(C(=O)NCCCNC(=O)c2ccco2)cc1
→ -20, 16, -6, -5, 3, -4, -3, 2, 6, 7, 10
COc1cccc(NC(=O)Nc2cc(Cl)ccc2C)c1
→ -19, 8, -5, 13, -3, 5, -3, 0, 6, -6, -5
COc1ccc(S(=O)(=O)N/N=C(/C)c2ccc(Cl)cc2)cc1
→ -4, 0, -10, 8, -2, 10, -8, 0, 2, 1, -4
Cc1ccc(C(=O)N(Nc2nc3ccccc3s2)C(=O)c2ccc(C)cc2)cc1
→ -17, -28, -2, 13, -15, -27, -5, -4, 11, -9, 16
O=C(Cc1ccc(Br)cc1)N1CCCC1
→ -17, 6, -7, -20, 0, 3, -4, 4, -7, -21, -1
CCCCNCCOCCOc1ccc(Cl)cc1Br
→ 11, -8, -10, 4, -1, 4, -5, 1, 3, -4, -9
O=c1c2ccc(Cl)cc2nc(-c2ccc([N+](=O)[O-])cc2)n1O
→ 25, -9, 3, 24, 15, -2, -4, 2, 6, 21, 12
CCOC(=O)c1c(NC(=O)CN2C(=O)C(=O)N(C(C)C)C2=O)sc(C)c1CC
→ -11, 27, 3, 3, -1, 7, -6, -1, 7, 14, 19
Cc1ccc(NCCN(C)C)c2c(=O)c3cc(O)ccc3sc12
→ 24, -11, 93*, 42, -4, -24, -11, ., 1, 106*, -136
CCc1ccc(NC(=O)c2cc(-c3ccc4c(c3)OCO4)on2)cc1
→ 0, -8, -10, 1, -9, 5, -2, 4, 6, -11, 0
COc1ccccc1NC(=S)NC1CCCCCC1
→ 3, -6, -3, 2, 3, 2, -5, -3, 15, -4, 17
CCOC(=O)c1c(NC(=O)CSc2nncn2C)sc(C)c1C
→ -2, -21, -12, -16, -3, -9, -9, 1, 3, 1, 2
COc1cc2c(cc1OC)CN(C(=O)Cc1ccccc1)CC2
→ 11, -21, 7, 0, ., 3, -21, -2, 3, -20, 7
Cc1c(C(=O)N(Cc2ccc(Cl)cc2)C2CCS(=O)(=O)C2)oc2ccccc12 (configuration not stated)
→ 18, -24, 6, 5, -1, -9, -2, 2, 0, 17, 6
Nc1nnnn1/N=C/c1cc(Cl)cc(Cl)c1OCc1ccc(Cl)cc1Cl
→ 15, -16, 2, -19, 5, -2, ., -1, -4, 17, 4
COC(=O)c1ccc(Cn2nc(C)cc2C)cc1
→ -121, -31, -41, -9, 5, -1, -5, -1, -2, -139, -8
Cc1cccc(C)c1NC(=O)C1(C)CCC(=O)N1CCOc1ccccc1 (configuration not stated)
→ 10, 2, ., 5, 23, 4, -7, ., ., 13, -11

Taken from the listing for reference:
Values run as follows: HIF-2a inh, NR2E3 ag-1, TRPM1 prom inh, Shn3 3UTR inh, Vif imaging, KKLEB tox, CaV13 FRET inh, NR2E3 ag-2, PDI inh, Peg3 promoter, CF NFkB block
O=c1c(O[C@@H]2O[C@H](CO)[C@@H](O)[C@H](O)[C@H]2O)c(-c2ccc(O)cc2)oc2cc(O)cc(O)c12
→ 16, 18, -4, -23, 2, 3, ., ., 37*, -6, 10
Cc1ccnc(NC(=O)c2ccc3c(c2)OCO3)c1
→ -88, -80, -75, 17, 3, -6, -18, 0, 4, -127, 1
COc1ccc(CCNc2c(C)c(C)nc3ncnn23)cc1
→ -11, 93*, 22, 81*, ., -18, -7, 1, -3, 20, 15
CC(C)(C)c1ccc(C(=O)NCCCNC(=O)c2ccco2)cc1
→ -20, 16, -6, -5, 3, -4, -3, 2, 6, 7, 10
COc1cccc(NC(=O)Nc2cc(Cl)ccc2C)c1
→ -19, 8, -5, 13, -3, 5, -3, 0, 6, -6, -5
COc1ccc(S(=O)(=O)N/N=C(/C)c2ccc(Cl)cc2)cc1
→ -4, 0, -10, 8, -2, 10, -8, 0, 2, 1, -4
Cc1ccc(C(=O)N(Nc2nc3ccccc3s2)C(=O)c2ccc(C)cc2)cc1
→ -17, -28, -2, 13, -15, -27, -5, -4, 11, -9, 16

High-throughput results (PubChem)

Rows were taken by chance; about 3.3% have a hit in one of these screens.
